Vif-APOBEC3G blk – blocks the Vif interaction with human APOBEC3G | AID 602310 | Potency, µM (series often up to 46.1 µM), without a hit: at the top dose activity, negative = active, most hits filed as inhibitors | HeLa A3G-eYFP + Vif (tagged APOBEC3G with the HIV-1 protein that degrades it), YFP fluorescence, overnight | 410,000 compounds, 0.076% hits | Q9HC16;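 note: % is set by controls: 0 for no effect and ±100 for the full control effect; nearly all actives have a fitted effect of over 60% in size; hits raise eYFP signal because A3G escapes Vif-driven loss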
Target sequence (Q9HC16 whole entry, looked up): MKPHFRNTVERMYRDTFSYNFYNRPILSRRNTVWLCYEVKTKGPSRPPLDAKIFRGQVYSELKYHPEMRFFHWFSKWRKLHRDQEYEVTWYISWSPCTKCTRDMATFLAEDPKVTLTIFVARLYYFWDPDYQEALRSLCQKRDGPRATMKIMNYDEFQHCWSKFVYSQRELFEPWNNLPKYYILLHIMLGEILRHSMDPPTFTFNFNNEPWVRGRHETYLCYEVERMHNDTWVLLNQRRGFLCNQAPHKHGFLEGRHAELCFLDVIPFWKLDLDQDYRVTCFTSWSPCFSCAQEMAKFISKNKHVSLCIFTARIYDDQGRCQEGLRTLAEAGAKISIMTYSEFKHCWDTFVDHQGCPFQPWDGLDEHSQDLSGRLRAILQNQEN
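HeLa cells stably expressing Vif and C-terminally eYFP-tagged A3G, seeded overnight at 37 deg C, then exposed to compound by pintool overnight at 37 deg C. Rise in yellow fluorescence (Ex 488/Em 500-530, Acumen) marks blocked Vif-driven A3G degradation.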
ALOX12 inh – inhibitors of human 12S-lipoxygenase ALOX12; P18054; purified 12hLO, xylenol orange hydroperoxide absorbance; Potency, µM (top dose mostly 108 µM), without a hit: at the highest dose activity change, negative = inhibition, actives largely listed as inhibitors; 580,000 compounds, 1.1% hits; note: % is set by controls: 0 for no effect and ±100 for the full control effect
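Hydroperoxide product was detected by ferrous iron/xylenol orange as the 573 to 405 nm absorbance ratio. Arachidonic acid at 40 uM (final) was turned over for 30 min at room temperature by 150 nM human 12hLO, pH 7.0 Hepes buffer, after 15 min compound preincubation.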
rTrxR1 inhibitor – blocks rat thioredoxin reductase 1 | recombinant rTrxR1, NADPH fluorescence consumption, selenite substrate | O89049 | 390,000 compounds, 1% hits | Potency, µM (doses to about 114 µM), without a hit: at the top dose activity change, negative = inhibition, usual class: inhibitors | AID 588453; note: % is set by controls: 0 for no effect and ±100 for the full control effect; nearly all actives have a fitted effect of over 65% in size
Target sequence (O89049 whole entry, looked up): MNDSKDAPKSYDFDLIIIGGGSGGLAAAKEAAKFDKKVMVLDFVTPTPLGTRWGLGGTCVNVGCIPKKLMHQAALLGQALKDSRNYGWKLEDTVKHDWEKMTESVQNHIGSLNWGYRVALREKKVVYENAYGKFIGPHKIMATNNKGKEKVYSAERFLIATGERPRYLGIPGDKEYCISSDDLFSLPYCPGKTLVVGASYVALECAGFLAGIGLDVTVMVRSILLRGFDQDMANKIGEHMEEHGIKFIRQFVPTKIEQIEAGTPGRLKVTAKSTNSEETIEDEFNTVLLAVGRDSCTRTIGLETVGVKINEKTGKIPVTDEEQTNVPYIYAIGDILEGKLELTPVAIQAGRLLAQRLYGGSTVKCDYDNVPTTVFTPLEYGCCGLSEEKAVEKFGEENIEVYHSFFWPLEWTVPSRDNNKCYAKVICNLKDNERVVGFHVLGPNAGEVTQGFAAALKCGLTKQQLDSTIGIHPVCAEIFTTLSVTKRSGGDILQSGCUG
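Rat TrxR1 (90 nM in the dispensed reagent) was pre-reduced with 400 uM NADPH for 5 min at room temperature, then incubated with compound for 15 min. After 400 uM selenite was added, NADPH fluorescence (Ex 340/Em 450 nm) was followed for 8 min.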
TrxR1 substrate – rat thioredoxin reductase 1 substrate activity | Potency, µM (titrated, usually from 114 µM), inactives show top-dose activity change, negative = substrate turnover | O89049 | purified TrxR1 substrate turnover, NADPH consumption readout | AID 588456 | 390,000 compounds, 0.01% hits; note: % is set by controls: 0 for no effect and ±100 for the full control effect; nearly all actives have a fitted effect of over 50% in size
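Rat TrxR1, dispensed at 90 nM, was prereduced with 400 uM NADPH (final) for 5 min at ~22 deg C, then incubated with compound 15 min before 400 uM selenite. A first-read NADPH fluorescence drop versus no-compound background flagged substrates.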
Vif-A3F inh – Vif-A3F binding inhibition; HeLa A3F-eYFP + Vif (tagged APOBEC3F with the HIV-1 protein that degrades it), YFP fluorescence increase; Potency, µM (titrated, usually from 46.1 µM), without a hit: at the top dose activity, negative = active; 390,000 compounds, 0.2% hits; AID 602313; note: % of control where 0% means no effect; nearly all actives have a fitted effect of over 65% in size
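HeLa cells stably expressing A3F-eYFP plus Vif, plated and incubated overnight at 37 deg C, then exposed to compounds overnight at 37 deg C. Blocked degradation read as raised yellow fluorescence (Ex 488/Em 500-530).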
IDH1 R132H inh – human IDH1 R132H inhibition | O75874 | 390,000 compounds, 0.093% hits | IDH1-R132H enzyme, NADPH consumption, diaphorase/resazurin fluorescence | Potency, µM (series often up to 76.6 µM), without a hit: at the top dose activity change, negative = inhibition, usual class: inhibitors; note: % is set by controls: 0 for no effect and ±100 for the full control effect; nearly all actives have a fitted effect of over 65% in size
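IDH1-R132H (0.5 ug/mL) preincubated 30 min with compound, then NADPH (0.016 mM) and alpha-KG (2 mM) added; 80 min at RT, pH 7.5. Remaining NADPH coupled via diaphorase/resazurin to fluorescence (540/590 nm); concentration-response curves normalized to no-enzyme control.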
RXFP1 agonist – activates the human relaxin receptor RXFP1; Q9HBX9; HEK293T-RXFP1 cAMP TR-FRET, 30 min; response scale: percent of porcine relaxin response, buffer zero; Potency, µM (highest dose often 57.5 µM), for the others: top-dose activation, usual class: activators; AID 2676; 370,000 compounds, 0.3% hits; note: % is set by controls: 0 for no effect and ±100 for the full control effect; nearly all actives have a fitted effect of over 60% in size; many of its hits are not listed in these tables
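HEK293 cells stably expressing RXFP1, treated 30 min at 37C with compounds plus PDE4 inhibitor Ro 20174; cAMP measured by HTRF TR-FRET. Normalized to buffer and 29 nM porcine relaxin; EC50 by Hill fit.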
USP1 inh – USP1/UAF1 (human) deubiquitinase inhibition. O94782. recombinant USP1/UAF1, Ub-Rhodamine cleavage fluorescence. Potency, µM (highest dose often 57.1 µM), for inactives: at the top dose activity change, negative = inhibition, usual class: inhibitors. 390,000 compounds, 0.23% hits. AID 743255; note: % is set by controls: 0 for no effect and ±100 for the full control effect; nearly all actives have a fitted effect of over 60% in size; inactives centre near -12
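High-throughput fluorogenic screen: 1nM USP1/UAF1 complex, Ub-Rho substrate 150nM final, 50mM HEPES pH 7.8 with 0.5mM EDTA, 0.1 mg/ml BSA, 1mM TCEP and 0.01% Tween-20.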
RGS4 inh – human RGS4 inhibition; P49798; Transcreener GDP fluorescence polarization, RGS4-accelerated GTP hydrolysis; Potency, µM (highest dose often 114 µM), inactives show at the top dose activity change, negative = inhibition, usual class: inhibitors; 390,000 compounds, 0.039% hits; note: % is set by controls: 0 for no effect and ±100 for the full control effect; nearly all actives have a fitted effect of over 75% in size; some results filed as inactive show a strong effect at the top dose
Target sequence (P49798 whole entry, looked up): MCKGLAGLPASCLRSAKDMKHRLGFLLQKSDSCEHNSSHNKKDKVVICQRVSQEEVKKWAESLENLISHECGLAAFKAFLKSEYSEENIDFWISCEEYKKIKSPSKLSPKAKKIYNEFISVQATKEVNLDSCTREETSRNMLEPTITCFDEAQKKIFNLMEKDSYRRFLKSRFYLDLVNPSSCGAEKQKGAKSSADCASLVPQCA
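MLSMR compounds (23 nl, pin-transferred) preincubated 10 min at room temperature with a 500nM (2x) first reagent, then RGS4 at 900nM (2x) plus Transcreener GDP mix added; fluorescence polarization (620/688 nm) read before and after 90 min at 30 °C.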
* = called active by the depositor; ? = inconclusive; . = no result given; [ ] = another dose, or the depositor's remark. Calls come from the whole dose curve; as a rule, active = well fitted curve in the direction sought with a large enough effect; inconclusive = small, poorly fitted or top-dose-only effect, or another doubt; inactive = no such curve, though single readings can be large; an effect the other way counts as inactive or inconclusive. Potency is the fitted concentration of half-maximal effect.

SMILES	Vif-APOBEC3G blk	ALOX12 inh	rTrxR1 inhibitor	TrxR1 substrate	Vif-A3F inh	IDH1 R132H inh	RXFP1 agonist	USP1 inh	RGS4 inh
COc1cc(C(=O)NC2CC(C)(C)NC(C)(C)C2)cc(OC)c1OC	-4.9%	-2.5%	12.7%	-0.4%	9.3%	3.3%	0.3%	-23.1%	0.7%
O=C(NCC(c1ccco1)N1CCc2ccccc21)C(=O)Nc1ccc(F)cc1F (stereo not given)	-20.4%	?	16.6%	2.1%	1.0%	1.8%	0.3%	-22.5%	-18.0%
C[C@@H]1CN([C@H](C)CO)S(=O)(=O)c2ccc(Br)cc2O[C@H]1CN(C)C(=O)Nc1ccc(F)cc1	-0.2%	15.6%	.	.	-13.4%	-2.0%	.	-11.1%	.
CCCCCNC(=O)CC1Nc2c3ccccc3nc(=S)n2C1=O (stereo not given)	-4.3%	2.5%	-12.1%	-10.7%	-0.3%	1.8%	14.2%	-3.5%	7.9%
CN(C)CCN(C(=O)C1=COCCO1)c1nc2ccc(Cl)cc2s1	-4.6%	205.6%[activator]	16.1%	-2.5%	-17.7%	-7.7%	-1.5%	-14.7%	24.7%
CC(C)(C)/C(O)=C/c1nc2cc(Cl)ccc2oc1=O	?	?	-11.3%	-8.0%	-8.3%	22.9%	1.6%	-6.8%	14.0%
CN(C)CC/C=C1/c2cc(F)ccc2Sc2ccc(Cl)cc21	3.0%	0.0%	23.3%[57.1 µM]	-0.9%[57.1 µM]	0.6%	12.1%	.	1.4%	-11.5%
O=[N+]([O-])c1ccc2c(c1)nc1n2CCCCC1	-5.3%	1.0%	1.2%[57.1 µM]	-1.9%[57.1 µM]	1.4%	-11.7%	0.9%	-23.6%	14.7%
CCOC(=O)c1c(C)[nH]c(C(=O)CSc2nnnn2-c2ccc(C)cc2)c1C	2.1%	-11.4%	17.8%	3.1%	-17.9%	2.1%	1.7%	-1.0%	-12.1%
COCCn1c(CN(C)Cc2ccccc2)nc2c1c(=O)n(C)c(=O)n2C	1.6%	5.9%[57.4 µM]	13.6%[57.1 µM]	12.3%[57.1 µM]	5.8%	8.8%	0.5%	-19.7%	-9.1%
COC(=O)C1=C(Nc2ccc(C)cc2)C=C(C)C(C(=O)OC)C1c1ccc(OC)cc1 (stereo not given)	-29.4%	-5.8%	-8.3%	-11.3%	-10.1%	0.0%	0.1%	-10.3%	-17.7%
O=C(NNC(=O)C1[C@H]2CCCC[C@@H]12)Nc1cccc2ccccc12 (stereo not given in full)	0.0%	6.4%	23.1%	13.0%	13.4%	-3.1%	0.9%	-15.9%	6.7%
Cc1ccc(-n2cc(CNCCCn3cccn3)c(-c3cccc(C)c3)n2)cc1	-12.0%	-21.9%	10.0%	7.7%	4.0%	0.0%	0.7%	-8.5%	-0.2%
CCOC(=O)CSc1cc(C)nc2ccc(OC)cc12	1.5%	2.2%	16.2%[11.4 µM]	4.1%[11.4 µM]	-4.6%	-0.2%	-1.4%	6.5%	-2.1%
COc1cc(C(=O)N(Cc2ccc(C(C)C)cc2)C2CCS(=O)(=O)C2)cc(OC)c1OC (stereo not given)	-4.8%	-0.3%	1.0%	-1.8%	3.4%	8.8%	1.9%	5.3%	2.3%
O=S(=O)(c1ccccc1)N1CCN(C(=S)Nc2ccc(F)cc2)CC1	-5.3%	-26.0%	-12.9%	-11.1%	0.6%	1.4%	5.4%	-22.9%	-18.1%
Oc1[nH]c2ccccc2c1N=Nc1c(F)c(F)c(C(F)(F)F)c(F)c1F	-8.2%	7.9%	19.0%	-0.6%	4.9%	-3.9%	1.6%	-10.4%	-11.2%[56.9 µM]
COc1ccc(C(=O)OCc2ccc(C)cc2)cc1S(=O)(=O)N1CCOCC1	4.9%	27.9%	30.1%	5.1%	0.7%	-6.5%	2.9%	-23.1%	5.6%
CC(C)N(Cc1nc(-c2ccccc2)no1)C(=O)c1ccc([N+](=O)[O-])cc1	1.1%	-13.8%	4.1%	-0.3%	-3.0%	10.5%	-0.6%	-21.2%	-6.8%
Cc1ccccc1OCC(=O)NN1Cc2ccccc2C1=N	-4.4%	0.0%	3.3%[11.4 µM]	2.9%[11.4 µM]	0.7%	-5.6%	1.7%	-19.3%	0.4%[11.4 µM]

An excerpt from above in order of count of non-hydrogen atoms, smallest number first:
SMILES	Vif-APOBEC3G blk	ALOX12 inh	rTrxR1 inhibitor	TrxR1 substrate	Vif-A3F inh	IDH1 R132H inh	RXFP1 agonist	USP1 inh	RGS4 inh
O=C(NNC(=O)C1[C@H]2CCCC[C@@H]12)Nc1cccc2ccccc12 (stereo not given in full)	0.0%	6.4%	23.1%	13.0%	13.4%	-3.1%	0.9%	-15.9%	6.7%
COc1ccc(C(=O)OCc2ccc(C)cc2)cc1S(=O)(=O)N1CCOCC1	4.9%	27.9%	30.1%	5.1%	0.7%	-6.5%	2.9%	-23.1%	5.6%
COc1cc(C(=O)N(Cc2ccc(C(C)C)cc2)C2CCS(=O)(=O)C2)cc(OC)c1OC (stereo not given)	-4.8%	-0.3%	1.0%	-1.8%	3.4%	8.8%	1.9%	5.3%	2.3%

(list continues)
SMILES	Vif-APOBEC3G blk	ALOX12 inh	rTrxR1 inhibitor	TrxR1 substrate	Vif-A3F inh	IDH1 R132H inh	RXFP1 agonist	USP1 inh	RGS4 inh
Cc1nc2ccc(N)cc2s1	-0.1%	2.2%	21.5%	8.9%	-1.5%	6.6%	-0.1%	-21.0%	-29.1%
N#Cc1ccccc1OCC(=O)NNC(=O)CNC(=O)c1cccc(Br)c1	7.3%	-3.4%	22.4%	0.8%	-4.3%	-16.3%	2.9%	-10.9%	-5.8%
O=C(c1ccc(C(=O)N2CCN(c3ccccc3F)CC2)nc1)N1CCN(c2ccccc2F)CC1	-1.1%	-4.8%	-15.8%	-11.2%	-14.4%	-3.4%	0.9%	-17.7%	12.5%
Cc1cccc(C)c1NC(=S)/N=C/N(C)C	-4.6%	0.0%	-22.3%	-4.9%	-11.2%	3.7%	-2.3%	-8.2%	?
CCOC(=O)c1cc(-c2ccc(C)cc2)n(CC(=O)Nc2cccc(C(C)=O)c2)c1C	-1.4%	-9.7%	-14.8%	-5.4%	-3.3%	14.2%	1.6%	-17.3%	-7.4%
Cc1ccc(CSCCC(=O)N2CCN(c3cc(C)ccc3C)CC2)cc1	5.0%	0.0%	12.2%[57.1 µM]	0.4%[57.1 µM]	-0.8%	11.6%	2.7%	?	-14.1%
CCOc1ccc(S(=O)(=O)NCCC(=O)OCN2C(=O)c3ccccc3C2=O)cc1	2.9%	2.0%	-3.1%	4.5%	4.8%	1.5%	2.3%	-0.9%	-24.1%
CC(C)C(=O)Nc1nnc(SCC(=O)Nc2ccc3c(c2)OCO3)s1	-0.3%	5.6%	-5.5%	-4.9%	-5.7%	3.5%	0.6%	-17.0%	-12.7%
C=CCN1C(=O)/C(=C\c2ccc(Cl)cc2)N=C1SCC(=O)NCCC	1.5%	0.0%	-9.6%	-2.3%	-15.1%	1.7%	-0.4%	-5.1%	-31.5%
CC(C)(C)OC(=O)NCc1ccc(NC(=O)c2nc[nH]c2C(=O)NCCCCNC(=O)c2[nH]cnc2C(=O)Nc2ccc(CNC(=O)OC(C)(C)C)cc2)cc1	0.8%	.	24.1%	8.2%	-29.7%	-5.2%[38.3 µM]	.	-20.8%	-16.5%
CSCC[C@H](NC(=O)Cc1c(C)c2cc3c4c(oc3cc2oc1=O)CCCC4)C(=O)O	-3.9%	-4.1%	6.3%	11.0%	11.1%	22.4%	3.1%	-18.3%	?
CC(C)[C@H](NS(=O)(=O)c1ccccc1)C(=O)OCC(=O)NC(=O)c1cccn1C	-5.2%	231.0%[activator]	0.8%	1.9%	0.0%	1.2%	5.4%	0.8%	-20.1%
Cc1ccc(Cl)cc1N1CCN(C(=O)c2ccc(NC(=O)c3nsc4ccccc34)cc2)CC1	-1.0%	-16.2%	21.4%[57.1 µM]	0.9%[57.1 µM]	5.3%	0.0%	-0.3%	-9.3%	2.0%
Cc1ccnc(N2CCC(C(=O)NCc3ccccc3F)CC2)n1	?	-13.6%	12.7%[57.1 µM]	11.7%[57.1 µM]	0.0%	-1.9%	?	-4.4%	18.4%
Oc1c(C(c2ccc(Cl)cc2Cl)N2CCCC2)sc2nc(-c3ccco3)nn12 (stereo not given)	2.1%	-23.3%	14.1%[57.1 µM]	-1.2%[57.1 µM]	-4.0%	-9.1%	7.9%	-22.4%	7.8%

Profiles from above. Order of screens: Vif-APOBEC3G blk | ALOX12 inh | rTrxR1 inhibitor | TrxR1 substrate | Vif-A3F inh | IDH1 R132H inh | RXFP1 agonist | USP1 inh | RGS4 inh
Entry for CCOc1ccc(S(=O)(=O)NCCC(=O)OCN2C(=O)c3ccccc3C2=O)cc1 → 2.9% | 2.0% | -3.1% | 4.5% | 4.8% | 1.5% | 2.3% | -0.9% | -24.1%
Entry for CSCC[C@H](NC(=O)Cc1c(C)c2cc3c4c(oc3cc2oc1=O)CCCC4)C(=O)O → -3.9% | -4.1% | 6.3% | 11.0% | 11.1% | 22.4% | 3.1% | -18.3% | ?

Only part of the results is shown; rates above refer to the full screens.
